From PubChem BioAssay
GSK3beta inhib – human GSK3beta kinase inhibition | GST-GSK3beta kinase, ADP-Glo luminescence, 60 min; hits give low values | 300,000 compounds, 0.038% hits | activity score (negative = inhibition), % at 10 µM | P49841;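 active = more than half of replicate wells score below -50%, meaning over 50% inhibition versus plate controls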;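 note: 0% = median DMSO wells and -100% = median GW8510 positive control wells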
Target sequence (P49841 whole entry, looked up): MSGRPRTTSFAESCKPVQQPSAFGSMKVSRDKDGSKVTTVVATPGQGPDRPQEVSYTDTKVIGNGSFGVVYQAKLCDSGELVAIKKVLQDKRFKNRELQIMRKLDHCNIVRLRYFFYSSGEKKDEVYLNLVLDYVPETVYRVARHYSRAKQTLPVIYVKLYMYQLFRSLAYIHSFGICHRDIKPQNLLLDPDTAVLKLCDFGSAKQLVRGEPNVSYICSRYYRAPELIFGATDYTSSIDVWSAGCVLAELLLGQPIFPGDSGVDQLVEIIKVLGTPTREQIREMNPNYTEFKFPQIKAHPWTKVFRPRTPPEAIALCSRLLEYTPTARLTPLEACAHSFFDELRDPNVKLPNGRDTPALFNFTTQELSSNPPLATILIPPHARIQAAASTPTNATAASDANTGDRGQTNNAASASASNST
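Assay system: GST-fused GSK3beta enzyme, cell-free / Medium: Tris pH 7.5 buffer with MgCl2, DTT, BSA, heparin / Also added: peptide substrate plus 25 µM ATP (final) / Compound: 10 µM single point / Timing: kinase reaction with compound 60 min at room temperature / Detection: ADP-Glo luminescence / Benchmarks: DMSO neutral wells and GW8510 at 20 µM as positive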
IEC-6 tox – kills IEC-6 intestinal cells in KLF5 counter-screen. IEC-6 cytotoxicity, luminescence viability. inhibition, % at 5 µM. 290,000 compounds, 0.78% hits. AID 1825; in the data active = inhibition above about 22%;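 note: 0% = plate median of test compound wells and 100% = cytotoxic reference compound wells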
HSP90 refold inh – HSP90 refolding inhibition in rabbit reticulocyte lysate; luciferase refolding luminescence, 3 h; inhibition, % at 5.6 µM; 290,000 compounds, 0.91% hits; AID 1789;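 active = inhibition above the screen-wide mean plus 3 SD, computed separately per campaign, cut at about 16% in these data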;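 note: 0% = DMSO wells and 100% = 60 µM geldanamycin wells; inhibitors lower the luminescence because luciferase stays unfolded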
aSyn 5UTR inh – 5' untranslated region of α-synuclein, MLPCN primary screen. inhibition, % (tested at 7.5 µM). 300,000 compounds, 0.82% hits. alpha-synuclein 5'UTR reporter, inhibitor activity; in the data active = inhibition above about 60%;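 note: H4 neuroglioblastoma cells stably carrying SNCA 5'UTR luciferase fusion; 0% = DMSO wells and 100% = positive control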
HSF1 inhib – HSF1 inhibition | NIH3T3-HGL HSE-luciferase, MG132-induced, luminescence 8 h; hits give low values | activity change, negative = inhibition, % at 7.5 µM (by protocol) | 300,000 compounds, 0.77% hits | AID 2098;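 active = more than half of replicate wells show activity change below -50%, luminescence cut by over half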;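 note: luciferase reports HSF-1 transcriptional activity via heat shock element; 0% = median of DMSO wells and -100% = zero luminescence signal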
HSF-1 act – increases HSF-1 driven luciferase reporter signal; NIH3T3-HGL HSF-1 luciferase reporter, MG132, 8 h; 100% = twice DMSO control signal; activation, % at 9 µM; 300,000 compounds, 1.7% hits; AID 504408;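 active = mean replicate activation of at least 50% with a set share of replicates each reaching 50%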;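 note: 0% = median of the neutral control wells and 100% = twice that signal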
GSK3 alpha inh – blocks human GSK-3 alpha kinase. ADP-Glo luminescence, 60 min. P49840. 320,000 compounds, 0.1% hits. inhibition, % at 10 µM. AID 2650;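 in the data active = inhibition above about 50%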;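 note: GST-tagged GSK-3 alpha with peptide substrate and 25 µM ATP; 0% = DMSO neutral wells and 100% = GW8510 positive control wells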
Target sequence (P49840 whole entry, looked up): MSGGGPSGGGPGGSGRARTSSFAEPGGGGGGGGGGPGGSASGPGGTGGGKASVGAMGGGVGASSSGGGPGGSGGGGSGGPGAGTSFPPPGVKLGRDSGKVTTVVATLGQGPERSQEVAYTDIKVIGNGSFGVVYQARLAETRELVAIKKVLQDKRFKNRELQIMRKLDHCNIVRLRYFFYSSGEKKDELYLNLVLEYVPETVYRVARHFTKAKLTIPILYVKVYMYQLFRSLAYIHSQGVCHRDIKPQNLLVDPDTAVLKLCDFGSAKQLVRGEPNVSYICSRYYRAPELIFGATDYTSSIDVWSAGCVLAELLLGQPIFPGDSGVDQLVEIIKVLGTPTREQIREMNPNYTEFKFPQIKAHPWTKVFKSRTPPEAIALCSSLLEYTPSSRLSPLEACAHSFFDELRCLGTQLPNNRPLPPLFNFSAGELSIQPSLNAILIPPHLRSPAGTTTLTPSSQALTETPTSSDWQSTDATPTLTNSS
AI-2 QS modul – modulators of Vibrio harveyi AI-2 quorum sensing system; AID 2094; activity change, % at 7.5 µM; Vibrio harveyi JMH597 AI-2 luminescence/OD600 ratio, 9 h; hits give low values; strain lacks LuxN and CqsS sensors; 0 = neutral-control median; 300,000 compounds, 0.4% hits; in the data active = activity change below about -75%, passing the limit was not always enough;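 note: luminescence divided by OD600 gain over 9 h not by final OD600 alone; inactives centre near 13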
PolyA inhibitor – inhibitors of polyadenylation in S. cerevisiae; S. cerevisiae SKY197-pL101 polyadenylation reporter, beta-gal luminescence; efflux-impaired pdr1/pdr3 knockout yeast; score 100 = 6 SD above DMSO; calls only at 12 µM; 300,000 compounds, 0.02% hits;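 active = lowest replicate activity score at least 50, where 100 means six control SD above control mean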;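 note: yeast exposed to compound for 9 h at 30 °C; higher score means more reporter readthrough which indicates perturbed polyadenylation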
KLF5 inh – inhibitors of KLF5 expression | AID 1700 | 290,000 compounds, 0.23% hits | DLD-1 KLF5 promoter-luciferase reporter, luminescence | inhibition, % at 5 µM;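 active = inhibition above a per-plate limit of that plate's mean compound inhibition plus 3 SD, cut at about 60% in these data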;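 note: 0% = DMSO wells and 100% = LY294002 at 200 µM; higher means less KLF5 promoter-driven luciferase light; inactives centre near -14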
The depositor's hits bear a star; i = inactive; · = no result given. An excerpt; the hit share may differ from the screen's.

SMILES	GSK3beta inhib	IEC-6 tox	HSP90 refold inh	aSyn 5UTR inh	HSF1 inhib	HSF-1 act	GSK3 alpha inh	AI-2 QS modul	PolyA inhibitor	KLF5 inh
O=C(Nc1ccccc1)c1cc(-n2cnnc2)ccc1Cl	3	7	0	-21	-6	-4	·	17	i	2
CC(SC1=Nc2ccccc2C2CC=NN12)C(=O)NC1(C#N)CCCCC1 (centres undefined)	·	·	·	-10	-2	-2	1	·	i	·
CCOc1c(Cl)cc(CNC(C)(C)CC(C)(C)C)cc1OC	-1	2	5	-17	4	19	·	28	i	-42
Cc1cc(OCc2cc(C(=O)NC3CCC3)no2)cc(C)c1Cl	1	5	1	-30	1	15	-1	10	i	-8
Brc1ccc(-c2nn[nH]n2)cc1	-1	-3	13	-8	-5	4	4	-2	i	2
Cc1cccc(NC(=O)c2ccoc2C)n1	1	2	4	-86	5	5	-1	17	i	-24
CCCN(CCC)S(=O)(=O)c1ccc(C(=O)Nc2cc3oc4ccccc4c3cc2OC)cc1	8	-2	2	-1	-12	5	0	8	i	-27
COc1ccc(-c2ccc(/C=C3/C(=N)N4C(C)=CSC4=NC3=O)o2)c([N+](=O)[O-])c1	-3	5	0	-35	-7	-3	0	42	i	-7
CC(=O)c1ccc(-n2cc(C#N)c(=O)[nH]c2=O)cc1	2	-4	-2	-3	4	-7	0	7	i	-7
COC(=O)c1ccc(N2CCOCC2)c(F)c1	9	3	2	-19	7	-16	-3	24	i	-30
CCCCCCC(=O)N(O)C1CC(=O)N(Cc2ccccc2)C1=O (centres undefined)	·	3	5	·	·	·	0	27	·	-3
COc1ccc(CCNC(=O)C2CCN(Cc3nc(-c4cccc(Cl)c4)oc3C)CC2)cc1OC	1	4	-5	-1	-2	6	0	17	i	18
CC(C)(C)c1ccc(-c2nc3n(c(=O)c2C#N)CCS3)cc1	2	9	4	-6	1	-11	3	10	i	-18
CCN1CCN(CCCN(Cc2cccs2)C(=S)Nc2ccccc2C)CC1	-5	-6	4	-26	-3	-3	0	17	i	0
CCN(CC)C(=O)CSc1nc2ncc(Cl)cc2[nH]1	0	-4	3	32	-5	-1	3	11	i	-13
Nc1nc(SCC(=O)Nc2cccnc2Cl)n[nH]1	0	-4	-2	0	6	-1	-2	15	i	-50
COc1ccc(NC(=O)Nc2nc3c(s2)CCCC3)cc1	2	1	-5	-155	30	30	1	4	i	-108
CC(=O)/C(C#N)=C1\NC(=O)C(Cc2ccccc2)S1 (centres undefined)	1	76*	-3	-20	2	6	-2	5	i	10
CN1CCCN(c2ccc([N+](=O)[O-])cc2)CC1	3	0	0	2	·	·	-2	28	i	-27
COc1ccc(-n2c(=O)[nH]cc(C(=O)Nc3ccc4c(c3)OCO4)c2=O)cc1OC	-1	-3	0	-10	-3	3	0	2	i	6
Cc1ccc(NC(=O)CCn2cccc2)cc1	0	-1	-2	-13	-8	-8	-1	-29	i	-60
CC(C)(C)c1ccc(C(=O)NCC(=O)OCC(=O)Nc2ccccc2[N+](=O)[O-])cc1	1	13	-3	-15	-9	-12	-1	25	i	4
CCN(CC)C(=O)Cn1cc(S(=O)(=O)CC(=O)NCCc2ccc(OC)c(OC)c2)c2ccccc21	-5	0	-2	-1	3	9	-1	10	i	-12
COc1cc(/C=N/NC(=O)c2cc(-c3cccn3C)n[nH]2)cc(OC)c1OC	2	-6	2	-71	-7	-18	7	11	i	-1
CCCCC/C(=N\NC(=O)Nc1ccccc1)c1ccccc1	-4	2	-1	-15	0	6	4	6	i	-4

Next section; it opens with the 3 that closed the last part.
SMILES	GSK3beta inhib	IEC-6 tox	HSP90 refold inh	aSyn 5UTR inh	HSF1 inhib	HSF-1 act	GSK3 alpha inh	AI-2 QS modul	PolyA inhibitor	KLF5 inh
CCN(CC)C(=O)Cn1cc(S(=O)(=O)CC(=O)NCCc2ccc(OC)c(OC)c2)c2ccccc21	-5	0	-2	-1	3	9	-1	10	i	-12
COc1cc(/C=N/NC(=O)c2cc(-c3cccn3C)n[nH]2)cc(OC)c1OC	2	-6	2	-71	-7	-18	7	11	i	-1
CCCCC/C(=N\NC(=O)Nc1ccccc1)c1ccccc1	-4	2	-1	-15	0	6	4	6	i	-4
Cn1c(=O)c2c(ncn2CC(=O)Nc2ccccc2N2CCOCC2)n(C)c1=O	5	1	3	1	5	-1	0	15	i	-31
CC(=O)c1cc2c(cc1NC(=O)c1cc(C)nn1-c1ccccc1)OCO2	-3	-2	-1	2	-4	1	-1	12	i	-2
CC(=O)N1CCN(C2c3cccc4cccc(c34)C2NS(=O)(=O)c2ccccc2)CC1 (centres undefined)	0	3	-1	-25	16	22	1	-5	i	-24
Cc1oc(-c2ccccc2Cl)nc1CSCC(=O)O	0	-8	-2	6	-6	-4	·	9	i	-20
O=C(/C=C/c1ccc(Br)cc1)c1ccc(NC(=O)c2ccco2)cc1	1	11	0	-33	18	49	-1	20	i	18
COc1cccc(C(=O)N2CCC(C(=O)N3CCN(C)CC3)CC2)c1	5	7	4	-24	-7	-12	·	-10	i	8
CC(C)C(OC(=O)c1cccs1)C(=O)NCc1ccc(F)cc1 (centres undefined)	0	-7	-5	-10	3	18	-1	16	i	6
O=C(CN1C(=O)NC2(CCOc3ccccc32)C1=O)c1ccc(F)cc1 (centres undefined)	-3	·	·	-14	3	10	0	18	i	·
N#CC1(NC(=O)COC(=O)CSc2ccc(F)cc2)CCCCC1	3	·	·	-3	-8	1	1	12	i	·
Cc1c(C)n(C)c2ccc(C(=O)Nc3cccc4ccccc34)cc12	1	2	3	-3	-1	-9	0	0	i	-12
Cc1cc(C)n(CCC(=O)Nc2cccc(F)c2)n1	-4	-1	3	4	1	4	-1	10	i	-15
CC1CN(C(=O)CCC(=O)NCc2ccc(Cl)cc2)c2ccccc2O1 (centres undefined)	-1	1	0	-3	3	-4	-2	16	i	3
Cc1cccc(NC(=O)Nc2ccccc2)n1	3	-4	-5	-76	15	15	0	1	i	-112
O=C(O)c1cccc(S(=O)(=O)Nc2cccc(S(=O)(=O)N3CCCCCC3)c2)c1	-3	-8	-2	17	-6	-10	-5	10	i	2
COCc1nc(-c2ccc(-c3ccccc3)nc2OC)no1	-2	2	-3	-100	8	-7	-1	9	i	-60
COc1ccc(CC(=O)NNC(=S)Nc2ccc(Br)cc2)cc1	-1	1	6	-9	-2	-12	-5	-12	i	-36
CC1CCN(CCOCCOc2ccc(Cl)cc2Br)CC1	1	5	0	-37	-4	-12	8	25	i	-3
O=c1cc(C(F)(F)F)[nH]c2c(OC(F)(F)F)cccc12	1	6	2	4	-2	-7	0	18	i	-13
Cc1cc(C)n(CCC(=O)N=Nc2c(O)[nH]c3ccc(Br)cc23)n1	-16	-5	-1	2	3	13	73*	16	i	3
Cc1ccc(CNCc2cccnc2)s1	-2	1	3	-8	2	-4	1	7	i	-15
Cc1ccccc1NC(=O)C1c2cccc[n+]2CC(=O)N1Cc1ccc2c(c1)OCO2 (centres undefined)	-2	-2	7	25	-2	-2	2	18	i	-28
CCCCN=C1NN=C(c2ccc3c(c2)OCCO3)CS1	-3	-3	52*	-30	-37	-36	-1	5	i	28
CCc1nc2c(cnn2-c2ccc(F)cc2)c(=O)n1-c1ccc(N2CCC(C)CC2)cc1	3	2	3	33	19	45	0	16	i	-25
CC1=CC(c2ccccc2)n2nc(N)nc2N1 (centres undefined)	2	·	·	4	-1	2	0	2	i	·
COCCN(C(=O)CCC(=O)Nc1cc(C)on1)C(C(=O)NC(C)(C)C)c1ccc(OC)cc1 (centres undefined)	-1	-3	2	1	-3	-1	0	7	i	-6

Entries of single compounds as entered above. Order of screens: GSK3beta inhib, IEC-6 tox, HSP90 refold inh, aSyn 5UTR inh, HSF1 inhib, HSF-1 act, GSK3 alpha inh, AI-2 QS modul, PolyA inhibitor, KLF5 inh
CCCCN=C1NN=C(c2ccc3c(c2)OCCO3)CS1 is entered as -3, -3, 52*, -30, -37, -36, -1, 5, i, 28
CC1=CC(c2ccccc2)n2nc(N)nc2N1 (centres undefined) is entered as 2, ·, ·, 4, -1, 2, 0, 2, i, ·
CC1CCN(CCOCCOc2ccc(Cl)cc2Br)CC1 is entered as 1, 5, 0, -37, -4, -12, 8, 25, i, -3

In a second layout: results already given
SMILES | GSK3beta inhib | IEC-6 tox | HSP90 refold inh | aSyn 5UTR inh | HSF1 inhib | HSF-1 act | GSK3 alpha inh | AI-2 QS modul | PolyA inhibitor | KLF5 inh
Cc1cccc(NC(=O)Nc2ccccc2)n1 | 3 | -4 | -5 | -76 | 15 | 15 | 0 | 1 | i | -112
CCCCN=C1NN=C(c2ccc3c(c2)OCCO3)CS1 | -3 | -3 | 52* | -30 | -37 | -36 | -1 | 5 | i | 28
Cc1cc(C)n(CCC(=O)N=Nc2c(O)[nH]c3ccc(Br)cc23)n1 | -16 | -5 | -1 | 2 | 3 | 13 | 73* | 16 | i | 3
CC1=CC(c2ccccc2)n2nc(N)nc2N1 (centres undefined) | 2 | · | · | 4 | -1 | 2 | 0 | 2 | i | ·

Next results:
SMILES	GSK3beta inhib	IEC-6 tox	HSP90 refold inh	aSyn 5UTR inh	HSF1 inhib	HSF-1 act	GSK3 alpha inh	AI-2 QS modul	PolyA inhibitor	KLF5 inh
O=C(CC1S/C(=N/N=C/c2cccnc2)NC1=O)Nc1ccccc1 (centres undefined)	-1	-7	-1	·	·	·	-5	32	·	-22
O=C(CCc1nnc2ccc(N3CCC4(CC3)OCCO4)nn12)Nc1cc(F)ccc1F	1	3	-5	-6	-7	-6	-1	18	i	9
CC1(C)CC(C(=O)Nc2nccs2)CCO1 (centres undefined)	-3	-5	-5	3	-6	1	0	13	i	-9
O=C1c2ccccc2CC1(Cc1ccccc1)Cc1ccccc1	6	15	4	-18	6	11	0	-7	i	-2
COCCOC(=O)/C(C#N)=C/c1cn(Cc2ccccc2)nc1-c1cccnc1	2	-6	-1	-8	6	34	-1	35	i	-8
CCCn1c(=O)c2ccccc2n2c(SCC(=O)c3ccccc3)nnc12	3	2	0	0	2	25	-2	33	i	-15
CCCCn1c(N)c(N(CCOC)C(=O)c2cc(-c3ccc(C)cc3)nc3ccccc23)c(=O)[nH]c1=O	0	·	·	-2	-17	-21	·	34	i	·
O=C1NC(=Nc2ccc(Cl)cc2)SC1Cc1cc(Cl)ccc1Cl (centres undefined)	2	2	3	1	3	-10	-4	19	i	-23
O=C(c1cc(Br)c(Br)s1)N1CCN(c2ccccn2)CC1	-5	-8	2	-65	3	15	3	0	i	-23
Cc1ccc(NC(=O)N2CCC(C(N)=O)CC2)cc1	-2	1	4	-5	-7	1	-2	1	i	-14
